High-throughput results (PubChem BioAssay)
CCT modulator: modulators of cytosolic chaperonin (CCT/TRiC) activity. 360,000 compounds, 0.3% hits. activity change, % (test concentration not listed), hits read low. purified chaperonin ATPase assay, HTRF ADP detection, 30 min; in the data active = activity change below about -30%; note: % is set by controls: 0 for no effect and ±100 for the full control effect
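First, chaperonin was dispensed at 40 nM or 20 nM final depending on batch activity. Next, compounds were pinned at 76 uM and ATP added at 10 uM. After 30 min at 37 °C, ADP detection reagents ran 30 min at ambient temperature.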
Nrf2 block: inhibitors of Nrf2 signaling. A549 ARE-Fluc reporter, luciferase luminescence, 18-24 h. Potency, µM (top dose mostly 46 µM), for inactives: at the top dose activity change, negative = inhibition, usual class: inhibitors. 360,000 compounds, 2.1% hits. AID 504444; note: potency is the fitted concentration of half-maximal effect; % is set by controls: 0 for no effect and ±100 for the full control effect; nearly all actives have a fitted effect of over 60% in size
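In this cell-based qHTS, ARE-driven firefly luciferase in A549 cells reports Nrf2 activity; the luminescent signal after BugLite lysis is the measured value, with a prior CellTiter-Fluor read for cell health.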
Mm-Cpn inhibitor: inhibitors of Methanococcus maripaludis chaperonin (MmCpn); purified Mm-Cpn ATPase, ADP Transcreener TR-FRET; Potency, µM (doses to about 76.9 µM), for inactives: top-dose activity, negative = inhibition, actives largely listed as inhibitors; 330,000 compounds, 0.031% hits; note: potency is the fitted concentration of half-maximal effect; % is set by controls: 0 for no effect and ±100 for the full control effect; nearly all actives have a fitted effect of over 80% in size
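ATP (10 uM final) was added to archaeal chaperonin (25 nM final) after 10 min exposure to test compound at 37°C; after 30 min further incubation, ADP was detected by competitive TR-FRET.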
A549 tox: A549 cytotoxicity, counter-screen for Nrf2 inhibitors; A549 ARE-Fluc cells, CellTiter-Fluor viability, 18-24 h; Potency, µM (top dose mostly 46 µM), for the others: top-dose activity change, negative = cytotoxicity, hits mostly inhibitors; 390,000 compounds, 0.16% hits; AID 504648; note: potency is the fitted concentration of half-maximal effect; % is set by controls: 0 for no effect and ±100 for the full control effect
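A549 ARE_Fluc cells in 5% FBS OPTI-MEM were exposed to compounds in concentration-response for 18-24 h at 37 deg C. Viability was read by CellTiter-Fluor fluorescence (Ex 405/Em 525) after 30 min, before the luciferase read.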
Akt phos inh: Akt phosphorylation inhibition. Neuro2A IGF-stimulated pAkt S473 HTRF, 20 min; hits give low values. activity change, % for hits at 50 µM. 360,000 compounds, 0.32% hits; in the data active = activity change below about -80%; inconclusive = mostly about -51% to -80%; note: % is set by controls: 0 for no effect and ±100 for the full control effect
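Neuro2A cells (4,500/well, DMEM with 0.5% FBS) were treated with compound at a single 50 µM final concentration, stimulated with 6 nM IGF for 20 min at 37 °C, and lysed. Phospho-Akt Ser473 was read by HTRF as 665/615 ratio ×10^4.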
ATXN viability: reduces viability in counter-screen for ATXN expression inhibitors; S2 cells (HEK-293 line with an ATXN2-luciferase reporter) viability, CellTiter-Fluor protease fluorescence, 24 h; Potency, µM (highest dose often 56.7 µM), actives largely listed as cytotoxic; 400,000 compounds, 0.49% hits; note: potency is the fitted concentration of half-maximal effect; nearly all actives have a fitted effect of over 40% in size
TGFb inhibitor: blocks TGF-b signaling; HepG2 CAGA-GFP TGF-b/SMAD3 reporter, GFP fluorescence, 18 h; TGF-beta stimulated, 500 pg/mL final; Potency, µM (doses to about 46.1 µM), without a hit: at the top dose activity, negative = inhibition, actives largely listed as inhibitors; 410,000 compounds, 1.2% hits; note: potency is the fitted concentration of half-maximal effect; % is set by controls: 0 for no effect and ±100 for the full control effect; nearly all actives have a fitted effect of over 65% in size
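Cell-based qHTS in HEPG2 carrying a CAGA-GFP Smad reporter; compounds added before 500 pg/mL final TGF-beta, 18 h incubation at 37 degrees C, GFP fluorescence quantified per cell by imaging cytometry.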
Nrf2 ARE act: activators of Nrf2 (ARE) signaling. AREc32 ARE-luciferase reporter (MCF7-derived line), luminescence, 24 h. Potency, µM (series often up to 46.1 µM), without a hit: at the top dose activation, most hits filed as activators. 410,000 compounds, 0.31% hits; note: potency is the fitted concentration of half-maximal effect; % of control where 0% means no effect; nearly all actives have a fitted effect of over 65% in size
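ARE activation measured as luciferase luminescence (Steady-Glo, 30 min RT) in AREc32_Fluc cells after 24 hr compound exposure at 37 deg C, 5% CO2; cells seeded overnight at 1000/well in OPTI-MEM, 5% FBS.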
HepG2 viability: counter-screen for TGF-b inhibitors: cytotoxicity in HepG2 cells; HepG2 CAGA-GFP viability, ATP luminescence, 18 h; 410,000 compounds, 0.76% hits; AID 588856; Potency, µM (highest dose often 46.1 µM), inactives show at the top dose activity change, negative = cytotoxicity, most hits filed as cytotoxic; note: potency is the fitted concentration of half-maximal effect; some results filed as inactive show a strong effect at the top dose
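HepG2 CAGA-GFP cells (1000/well, DMEM with 1% FBS) received compound, then TGF-beta at 500 pg/mL final, and were incubated 18 hours at 37 degrees C. Viability was read by CellTiter-Glo luminescence. Media-only wells were set as complete cell-killing and DMSO as no toxicity.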
Active calls of the source: *; i = inactive; ? = inconclusive; / = not tested or not shown; [ ] = dose if it differs, or a comment. Unless noted, calls come from the whole dose curve; as a rule, active = well fitted curve in the direction sought with a large enough effect; inconclusive = small, poorly fitted or top-dose-only effect, or another doubt; inactive = no such curve, though single readings can be large; an effect the other way counts as inactive or inconclusive.

SMILES	CCT modulator	Nrf2 block	Mm-Cpn inhibitor	A549 tox	Akt phos inh	ATXN viability	TGFb inhibitor	Nrf2 ARE act	HepG2 viability
CC(=O)/C(=N\Nc1ccc(Cl)cc1Cl)Sc1nnc(-c2ccccc2)n1-c1ccccc1	-4.8	?	-6%	-6%	i	?	17%	-0.2%	-2%
COc1ccccc1CN(C)C(=O)c1ccc(S(=O)(=O)Nc2c(C)n(C)n(-c3ccccc3)c2=O)cc1	0.7	-10%	0%	2%	i	i	0%	-0.7%	-4%
COc1ccc(-c2cnc(C)o2)cc1S(=O)(=O)Nc1ccc(F)cc1F	/	/	/	-10%	/	i	17%	7.0%	0%
O=C1c2cccc3cc([N+](=O)[O-])cc(c23)C(=O)N1/N=C/c1ccc(O)cc1O	0.1	?	-1%	23µM*	i	i	-5%	28%	1%
S=C(c1cn(Cc2ccc(Br)cc2)c2ccccc12)N1CCOCC1	-2.3	-29%	1%	22%	i	i	-48%	3.5%	-45%
Cc1ccc(C)c(NC(=O)CS(=O)(=O)c2c[nH]c3ccccc23)c1	-2.2	?	0%	-2%	i	i	2%	-0.4%	-10%
Cc1ccccc1CNC(=O)C1CCC(=O)N(C2CC2)C1 (centres undefined)	2.2	9%	1%	7%	i	i	7%	-0.8%	0%
O=C(NC1CCCCC1)N1CCc2[nH]c3ccccc3c2C1	0.6	-7%	1%	-10%	i	i	-6%	2.5%	0%
O=C(Oc1ccc(OC(=O)C2CCC2)cc1)C1CCC1	-3.0	3%	1%	-6%	i	/	-1%	5.6%	12%
CCC(=O)NC(=S)Nc1cccc(NC(=O)c2ccco2)c1	-4.2	3%	-1%	9%	i	i	0%	?	-30%
CCc1cc2c(SCC(=O)NCC3CCCO3)ncnc2s1 (centres undefined)	-3.9	-2%	-26%	0%	i	?	-14%	4.6%	-7%
O=S(=O)(c1ccccc1)[C@@]1(c2ccccc2)C[C@@H]2ON=C(c3cccc(-c4ccccc4)c3)[C@@H]2C1	0.2	-19%	-2%	-6%	i	?	-8%	-1.0%	2%
CN(C(=O)CSc1nnc(C2CC2)n1-c1ccccc1)C1CCS(=O)(=O)C1 (centres undefined)	1.5	12%	1%	1%	i	?	1%	-1.0%	2%
COc1ccc(/C=N/N=C2/NC(=O)C(CC(=O)O)S2)cc1OCc1ccccc1Cl (centres undefined)	-0.3	-27%	-2%	-3%	i	i	-3%	-0.6%	7%
Nc1ccccc1Nc1cc(-c2ccccc2)nn1-c1ccccc1	0.6	11%	-2%	-9%	i	i	?	0.6%	-16%
CCc1nc2c(OCc3ccc(F)cc3)cccn2c1N(C)C(=O)c1ccncc1	-4.4	/	/	/	i	i	36%	0.0%[9.22 µM]	8%
Cc1cc(C)c(C)c(OCCOCCN2CCN(C)CC2)c1	-2.2	-9%	-8%	-1%	i	i	-2%	-0.2%	-14%
CCn1c(=O)c2sccc2n2c(CCCC(=O)NCCc3ccc(S(N)(=O)=O)cc3)nnc12	-1.8	3%	-2%	3%	i	i	-5%	-0.4%	-6%
COc1cccc(CN2C(=O)CCC2(C)C(=O)NC2CCCCC2)c1 (centres undefined)	-1.4	-15%	0%	3%	i	i	-3%	0.0%	-3%
COc1ccc(C(=O)Nc2ccccc2C(=O)N/N=C/c2ccccn2)cc1OC	0.8	9.2µM*	6%	-13%	i	i	?	6.5%	-18%
CCOC(=O)c1ccccc1NC(=O)CSc1ccc(-c2ccccn2)nn1	0.9	?	1%	?	i	?	8%	0.0%	-8%
CCOc1ccc(N(CC(=O)Nc2nccs2)S(=O)(=O)c2c(C)noc2C)cc1	-1.7	-7%	1%	-9%	i	i	-9%	-0.7%	-1%
Cn1cc(CN2CCC(n3nccc3NC(=O)C3CCCC3)CC2)cn1	-0.4	-1%	3%	-6%	i	i	10%	-1.0%	12%
Cc1ccc(CNC(=O)C(=O)NCCC2CCCCN2S(=O)(=O)c2ccccc2)cc1 (centres undefined)	1.5	-4%	-5%	5%	i	i	-1%	0.4%	-5%
CCOc1ccc(S(=O)(=O)N2CCCCC2)cc1NC(=O)C1=COCCO1	-1.8	8%	0%	14%	i	i	23%	-0.3%	-17%

Overlap with the part before: two entries, then new ones.
SMILES	CCT modulator	Nrf2 block	Mm-Cpn inhibitor	A549 tox	Akt phos inh	ATXN viability	TGFb inhibitor	Nrf2 ARE act	HepG2 viability
Cc1ccc(CNC(=O)C(=O)NCCC2CCCCN2S(=O)(=O)c2ccccc2)cc1 (centres undefined)	1.5	-4%	-5%	5%	i	i	-1%	0.4%	-5%
CCOc1ccc(S(=O)(=O)N2CCCCC2)cc1NC(=O)C1=COCCO1	-1.8	8%	0%	14%	i	i	23%	-0.3%	-17%
O=C(Nc1ccc(F)cc1F)N1CCN(c2ncccn2)CC1	-1.5	0%	2%	2%	i	i	1%	-1.0%	1%
CCOc1cc(NC(=O)c2cccs2)c(OCC)cc1NC(=O)CCC(=O)NCC1CCCO1 (centres undefined)	-1.1	-1%	1%	-2%	i	i	-17%	0.4%	-16%
Nc1ccn(CC(=O)NCc2ccccc2)c(=O)n1	0.8	2%	0%	9%	i	i	-13%	-1.0%	-17%
O=C(NCCCN1CCOCC1)c1cc(-c2ccc(F)cc2)no1	-1.1	-14%	3%	5%	i	i	-3%	9.1%	-2%
Cc1ccccc1NC(=S)N(Cc1cccs1)C1CCCC1	1.4	2%	0%	2%	i	i	0%	0.2%	-4%
CCN(CCCNC(=O)COc1cc(=O)n(CC)c2ccccc12)Cc1ccccc1	0.3	5%	1%	2%	i	i	-4%	9.8%	-23%
C=CCSc1nnc(C)n1-c1ccc(Cl)cc1	-3.1	5%	0%	-4%	i	i	0%	1.4%	-33%
Cc1noc(NC(=O)c2ccc(F)cc2)c1C#N	-1.1	-1%	-7%	-7%	i	i	-6%	0.3%	-3%
COc1ccc(C(=O)OCC(=O)NCCCc2ccccc2)cc1OC	1.3	4%	-3%	18%	i	i	14%	0.3%	-3%
O=C(Nc1ccc2c(c1)CCC2)Nc1ccc(F)cc1F	0.7	24%	-1%	3%	i	i	-5%	0.1%	-9%
CCOc1ccccc1NC(=O)C1CCC(CNc2c(N3CCOCC3)c(=O)c2=O)CC1 (centres undefined)	0.2	6%	1%	-4%	i	i	5%	-1.7%	-2%
CC1(C(=O)NCC2CC2)CCN1C(=O)C1(c2ccccc2)CC1 (centres undefined)	-1.4	/	/	/	i	i	-2%	0.1%	-11%
Cc1cc(C)nc(N2N=C(c3ccccc3)CC2=O)n1	1.9	-4%	-3%	3%	i	i	-6%	2.6%	-2%
COc1ccc(C(=O)Nc2nnc(S(=O)(=O)Cc3ccccc3)s2)cc1	-1.3	-5%	-9%	1%	i	i	2%	0.3%	-7%
COC(=O)c1ccc(OCC2c3cc(OC)c(OC)cc3CCN2C(=O)c2ccc(F)cc2)cc1 (centres undefined)	/	/	/	-2%	/	i	9%	5.8%	-11%
CCCCn1c(N)c(N(CCOC)C(=O)c2ccc(NC3CC3)c([N+](=O)[O-])c2)c(=O)[nH]c1=O	-3.5	4%	0%	9%	i	i	5%	3.5%	-12%
O=C(CCN1C(=O)c2ccccc2C1=O)OCN1C(=O)c2ccccc2C1=O	0.5	/	-1%	1%	i	i	-3%	-0.8%	-5%
CC1(C)CC(=O)C2=C(C1)Nc1ncnn1C2c1cccs1 (centres undefined)	0.3	2%	1%	0%	i	i	-2%	0.7%	-14%
CC(=O)N1CCc2ccc(N)cc21	-2.1	1%	/	3%	i	i	-4%	-0.2%	-5%
NS(=O)(=O)c1ccc(Nc2c([N+](=O)[O-])cncc2[N+](=O)[O-])cc1	-0.7	16%	1%	?	i	i	?	2.4%[9.22 µM]	-27%
COc1ccc(NC(=O)Cn2nnc(-c3nc(-c4ccncc4)no3)c2N)cc1OC	/	27%	/	-4%	/	/	/	0.7%	-2%
COc1ccc2cnn(-c3ccc(OC(F)(F)Cl)cc3)c(=O)c2c1OC	-1.1	19%	2%	-10%	i	i	-27%	0.1%	-14%
C/C(=C\C(=O)c1ccc(Br)cc1)Nc1cccc(Cl)c1	-13	?	/	-2%	i	i	-6%	6.8%	-39%
O=C(CCN1C(=O)/C(=C/c2ccc3c(c2)OCO3)SC1=S)NNC(=O)c1cccnc1	0.0	-10%	1%	7%	i	i	11%	2.6%	-15%
Cc1cscc(C)c1=S	0.6	/	/	/	i	/	0%	0.1%	-8%
Further structures:
SMILES	CCT modulator	Nrf2 block	Mm-Cpn inhibitor	A549 tox	Akt phos inh	ATXN viability	TGFb inhibitor	Nrf2 ARE act	HepG2 viability
Cc1cccc(NS(=O)(=O)c2ccc3[nH]c(=O)oc3c2)c1C	-0.1	-14%	1%	-2%	i	i	10%	0.0%	-8%
Cc1ccc(S(=O)(=O)n2nc(-c3ccccc3)nc2NCc2ccccc2Cl)cc1	/	3%	/	-2%	/	i	21%	-1.5%	-7%
CC(C(=O)N1CCN(c2ccccc2)CC1)c1ccc([N+](=O)[O-])cc1 (centres undefined)	-1.6	?	-1%	11%	i	i	0%	0.4%	-9%
COc1cc(C(=O)OCC(=O)N2CC(C)OC(C)C2)cc(OC)c1OC (centres undefined)	0.1	6%	1%	-3%	i	i	-22%	-0.5%	-2%
N#C/C(=C\c1ccc(/C=C(/C#N)c2nn(CCO)c(N)c2C#N)cc1)c1nn(CCO)c(N)c1C#N	-3.4	-6%	-2%	-5%	i	i	4%	-0.2%[9.22 µM]	-14%
O=C(NCCC1=CCCCC1)c1cc(COc2ccc(F)cc2Cl)on1	0.4	-19%	-1%	0%	i	i	?	0.3%	2%
CC(C)(C)C1CCN2CCCC(c3ccccc3)(C1)C2=O (centres undefined)	-2.0	/	/	/	i	i	/	0.4%	/
